# High-throughput results as filed in PubChem BioAssay.
# M1 PAM parental – nonselective calcium activators in parental CHO-K1 cells, primary screen, counter-screen for M1 PAM project, cell-based, Fluo-8 calcium fluorescence, full deck, 1536-well | ATP EC20; 0% at ATP EC20, 100% at ATP max | activation, % at 3 µM | 360,000 tested, 0.02% active | AID 602247, 2012;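 active = activation above the run cutoff, the mean activation of all test compounds plus 3 SD, cut at about 40% in these data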;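 also: peak over basal fluorescence ratio in a 140 s read after ATP addition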
# M5 PAM – human M5 muscarinic receptor positive allosteric modulators, primary screen, CHO-K1 cells, Fluo-8 calcium fluorescence | 360,000 tested, 0.3% active | AID 624038, 2012 | CHO-K1 hM5, ACh EC20 PAM; 0% = ACh EC20, 100% = ACh EC100 | Muscarinic acetylcholine receptor M5 (Homo sapiens), P08912 | activation, % at 3 µM;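 active = activation above the run cutoff, the mean activation of all test compounds plus 3 SD, cut at about 18% in these data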
# Target sequence (P08912 whole entry, looked up): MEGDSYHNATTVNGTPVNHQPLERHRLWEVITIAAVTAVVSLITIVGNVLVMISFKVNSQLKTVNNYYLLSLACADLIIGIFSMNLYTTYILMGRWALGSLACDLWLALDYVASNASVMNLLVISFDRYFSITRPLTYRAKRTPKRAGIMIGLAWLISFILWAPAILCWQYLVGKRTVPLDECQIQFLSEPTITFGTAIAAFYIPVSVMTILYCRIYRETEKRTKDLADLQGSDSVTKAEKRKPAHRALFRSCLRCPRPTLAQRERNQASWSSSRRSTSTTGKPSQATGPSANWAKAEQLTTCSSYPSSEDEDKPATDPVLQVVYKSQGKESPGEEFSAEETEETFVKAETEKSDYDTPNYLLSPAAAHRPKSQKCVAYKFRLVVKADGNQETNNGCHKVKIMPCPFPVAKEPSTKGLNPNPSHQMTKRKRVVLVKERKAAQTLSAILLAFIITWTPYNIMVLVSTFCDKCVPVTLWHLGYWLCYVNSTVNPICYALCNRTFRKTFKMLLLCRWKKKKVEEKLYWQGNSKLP
#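 System: CHO-K1 hM5 cells. Reagent: acetylcholine, EC20 level. Compound dosing: single dose, 3 µM nominal final test concentration. Timing: Post-acetylcholine fluorescence recording 140 s. Detection: Fluo-8 calcium fluorescence. Read-out: % activation, ACh-normalized. Benchmarks: ACh EC20 and EC100 wells. Repeats: singlicate, one well per test compound.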
# CHO-K1 Ca antag – M1 antagonist counterscreen hit in parental CHO-K1 cells. ATP-induced calcium, Fluo-8 fluorescence. inhibition, % at 3 µM. 360,000 tested, 0.6% active;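 active = inhibition above a per-plate cutoff, the plate's mean sample inhibition plus 3 SD, cut at about 24% in these data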;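 also: 0% = DMSO plus EC80 ATP and 100% = DMSO alone without ATP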
# CHO-K1 Ca ag – counter-screen for M1 agonists: effect in parental CHO-K1 cells; Fluo-8 calcium fluorescence; scaled to maximal ATP response, vehicle zero; AID 602248, 2012; 360,000 tested, 0.48% active; activation, % at 3 µM; in the data active = activation above about 15%;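 also: untransfected CHO-K1 host cells lacking M1 receptor as counterscreen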
# M5 ag – human M5 muscarinic receptor agonists, primary screen, CHO-K1 cells, Fluo-8 calcium fluorescence. Muscarinic acetylcholine receptor M5 (Homo sapiens), P08912. CHO-K1 hM5 cells; 0% DMSO wells, 100% maximal acetylcholine response. activation, % at 3 µM. 360,000 tested, 0.19% active. AID 624037, 2012;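 active = activation above the run's mean over test compounds plus 3 SD, cut at about 23% in these data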;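 also: signal is peak over basal fluorescence ratio across the kinetic read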
# CHRM4 antagonist – human M4 muscarinic receptor antagonists, primary screen, CHO cells, Fluo-8 calcium fluorescence; inhibition, % at 3 µM; Muscarinic acetylcholine receptor M4 (Homo sapiens), P08173; 360,000 tested, 0.73% active; AID 624125, 2012; CHO-hM4 cells, ACh EC80;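 active = inhibition above its plate's cutoff, the mean inhibition of sample wells plus 3 SD, cut at about 27% in these data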;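 also: 0% = acetylcholine EC80 with DMSO and 100% = DMSO without agonist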
# Target sequence (P08173 whole entry, looked up): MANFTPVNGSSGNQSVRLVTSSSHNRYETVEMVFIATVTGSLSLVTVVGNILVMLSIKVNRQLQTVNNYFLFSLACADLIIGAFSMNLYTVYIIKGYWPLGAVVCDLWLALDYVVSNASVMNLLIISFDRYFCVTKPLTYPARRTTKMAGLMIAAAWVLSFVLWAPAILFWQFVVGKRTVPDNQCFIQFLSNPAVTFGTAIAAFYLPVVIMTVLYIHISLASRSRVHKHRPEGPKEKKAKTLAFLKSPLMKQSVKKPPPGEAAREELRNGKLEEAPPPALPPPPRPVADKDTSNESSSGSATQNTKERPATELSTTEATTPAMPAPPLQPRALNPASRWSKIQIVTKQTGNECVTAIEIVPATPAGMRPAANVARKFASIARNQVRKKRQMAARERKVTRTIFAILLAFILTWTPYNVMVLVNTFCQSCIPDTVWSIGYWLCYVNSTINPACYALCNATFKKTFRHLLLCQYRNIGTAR
# CHRM4 PAM – human M4 muscarinic receptor positive allosteric modulators, primary screen, CHO-K1 cells, Fluo-8 calcium fluorescence. Muscarinic acetylcholine receptor M4 (Homo sapiens), P08173. CHO-K1 hM4/Gqi5, ACh EC20; 0% = ACh EC20, 100% = maximal ACh. activation, % at 3 µM. 360,000 tested, 0.4% active. AID 624126, 2012;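 active = activation above its plate's cutoff, the mean activation of sample wells plus 3 SD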; also: some results filed as inactive read as strong as hits
# CHRM5 antagonist – human M5 muscarinic receptor antagonists, primary screen, CHO cells, Fluo-8 calcium fluorescence; 360,000 tested, 0.59% active; CHO-hM5 cells, ACh EC80; inhibition, % at 3 µM; AID 624040, 2012; Muscarinic acetylcholine receptor M5 (Homo sapiens), P08912;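 active = inhibition above a per-plate cutoff, the mean of that plate's test compounds plus 3 SD, cut at about 27% in these data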;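 also: 0% = acetylcholine EC80 with DMSO and 100% = DMSO without agonist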
# CHRM4 agonist – human M4 muscarinic receptor agonists, primary screen, CHO-K1 cells, Fluo-8 calcium fluorescence. Muscarinic acetylcholine receptor M4 (Homo sapiens), P08173. CHO-K1 hM4/Gqi5; vehicle 0%, full acetylcholine response 100%. activation, % at 3 µM. 360,000 tested, 0.14% active. AID 624127, 2012;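 active = activation above the run mean over all test wells plus 3 SD, cut at about 32% in these data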;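 also: peak over basal fluorescence ratio per well then scaled between controls; 0% = DMSO wells and 100% = acetylcholine at EC100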
# Active calls of the source: *; / = not tested or not shown.
SMILES,M1 PAM parental,M5 PAM,CHO-K1 Ca antag,CHO-K1 Ca ag,M5 ag,CHRM4 antagonist,CHRM4 PAM,CHRM5 antagonist,CHRM4 agonist
O=C(O)c1ccc(NC(=S)NC2CCCCC2)cc1,24.6,0.6,-3.7,0.6,-0.9,1.6,9.8,3.5,0.8
COc1ccc(-c2csc(N(CCCN3CCOCC3)C(=O)CCl)n2)cc1,23.4,2.2,-15.6,1.3,-2.8,4.7,-6.2,8.8,0.0
Cc1noc(C)c1S(=O)(=O)N1Cc2ccccc2CC1C(=O)N(C)C (configuration not stated),11.4,-1.8,6.9,0.2,-4.9,2.2,9.1,14.2,0.8
O=C(NCCc1c[nH]c2ccccc12)C1Cc2ccccc2CN1C(=O)c1ccco1 (configuration not stated),-8.0,-11.9,2.6,1.5,-5.8,3.8,-8.0,1.0,5.4
CCC1CCCCN1Cc1ccc(OC)c(C)c1 (configuration not stated),-5.7,-2.9,-16.9,-0.2,-3.9,16.4,-5.3,1.9,0.3
Cc1cn2c(N)c(C=C3C=C(Cl)C(=O)C(Cl)=C3)c(=O)nc2s1,9.4,-5.2,13.3,2.4,3.9,8.6,1.7,2.2,1.8
C/C(=N\OC(=O)NC1CCCCC1)c1sc(-c2ccccc2)nc1C,11.4,-10.4,-8.9,0.9,-3.9,-1.9,-2.8,3.2,1.9
O=C(c1cc(Cl)nc2ccccc12)N1CCN(S(=O)(=O)c2cccc(F)c2)CC1,6.2,0.1,0.2,0.0,2.1,-16.4,-2.6,5.1,3.0
O=C(Cn1nc(-c2ccc(F)cc2)ccc1=O)Nc1ccc2c(c1)OCCO2,-0.6,0.6,-7.7,3.2,-1.1,-1.8,-3.8,4.1,2.5
CCCc1cc(=O)[nH]c(SCc2ccc(Cl)cc2)n1,20.2,1.1,-2.8,0.7,-1.9,-12.7,16.1,-2.9,-1.5
COc1cc(/C=C2\SC(=S)N(CCC(=O)Nc3ccc(O)cc3)C2=O)cc(OC)c1OC,-10.6,-4.5,-13.4,1.6,2.1,-0.4,-5.9,10.2,3.4
O=C(O)c1cnnc2ccccc12,6.5,14.6,-9.0,0.0,4.5,-5.4,-0.5,3.8,0.3
CC1(C)Cc2c(sc3c2C2=NCCN2C=N3)CO1,14.0,-4.2,-3.3,0.6,-8.6,-0.6,8.8,-6.7,3.0
COc1ccc(CNCC2COc3ccccc3O2)cc1 (configuration not stated),-3.4,-11.6,4.5,7.2,-1.4,16.6,-14.6,20.7,17.5
CC(C)c1ccccc1OCCNC(=S)NC(=O)c1cccnc1,8.7,-12.3,-17.3,1.9,-10.8,-2.4,-16.0,10.1,2.8
O=C(Nc1cccnc1)c1ccccc1Cl,18.8,3.0,-18.6,0.6,0.8,0.4,-0.4,1.9,0.6
COc1ccc(CNC(=O)CCn2c(=O)oc3ccccc32)cc1,-3.9,-4.5,-0.5,0.3,-1.6,-3.0,-3.6,-1.7,-0.1
Cc1ccc(NC(=O)c2ccc(C)c(S(=O)(=O)N3CCOCC3)c2)nc1,-2.3,6.4,-8.2,0.4,2.5,1.3,-1.8,-0.5,1.2
COCCNC(=O)C1CCCN(C(=O)COc2ccc(Cl)cc2Cl)CC1 (configuration not stated),17.2,0.4,-6.3,0.5,0.0,-12.4,-2.3,4.7,1.6
CCOc1ccccc1CNCC1CCCO1 (configuration not stated),13.7,9.7,0.9,15.1,1.2,5.1,0.1,-6.3,0.3
O=C(CCCc1c[nH]c2ccccc12)NCc1cccs1,4.5,-5.2,-17.1,4.0,-2.7,-1.6,3.3,10.6,1.1
CC(=O)Nc1ncc2c(n1)CC(c1ccco1)CC2=O (configuration not stated),14.2,1.6,2.1,0.5,-4.6,4.5,-1.4,2.4,0.7
Cc1ccc(C(=O)Nc2cccc(-c3nc4ncccc4o3)c2)cc1,11.0,-9.5,-9.3,2.5,-1.7,-7.1,-15.7,13.6,10.0
Cc1ccc2nc(SCC(=O)c3c[nH]c4ccccc34)[nH]c2c1,4.3,-6.1,11.0,1.5,4.0,0.8,-3.9,2.5,6.6
Cc1nnc(SCCC#N)n(CCC#N)c1=O,12.3,-3.0,-10.2,0.6,-0.4,7.4,1.0,0.0,0.1
COc1ccccc1-c1nnc(SCC(=O)Nc2ccc(S(N)(=O)=O)cc2)n1C,17.1,-2.4,-17.5,0.4,-3.4,-6.1,6.4,3.5,0.9
CN1CCN(C(=O)C[C@H]2CC[C@H]3[C@@H](COC[C@@H](O)CN3C(=O)C3CCCC3)O2)CC1,/,-6.1,/,/,0.1,-11.1,13.2,9.2,2.1
C/C=C\C=C/C(=O)Nc1cccc(C2=NOC3(C2)C[C@H](C(N)=O)N(C(=O)CC)C3)c1 (some centres not stated),11.4,-4.3,0.4,-0.1,-2.4,4.5,-4.0,20.6,-0.4
CCOc1ccc(Cc2n[nH]c(=S)n2Cc2ccccc2)cc1,-4.2,-1.3,-3.8,0.5,-7.0,-10.8,0.5,2.9,-0.4
COCCNC(=O)CSc1nc2cc(OC)c(OC)cc2c(=O)n1CCC1=CCCCC1,-0.1,-1.0,1.2,0.2,0.9,6.6,7.4,-2.0,0.4
CN1CCN(CCCOc2ccc(-c3ccccc3)cc2)CC1,-2.1,-14.3,-3.5,1.2,-16.1,10.4,-10.4,20.3,7.9
CCOc1ccc(-c2nnc(NC3=NCCCCC3)o2)cc1,14.1,-1.6,-11.2,0.5,-4.4,-2.6,-0.1,-3.5,1.3
c1cc2c3c(cccc3c1)NC1(CCCCCC1)N2,-3.8,1.1,0.3,-0.4,3.9,-2.8,7.4,-1.6,0.0
C/C=C/C=C/C(=O)N1CC[C@]23c4ccccc4N[C@H]4N(C)c5cccc6c5[C@]42CCN([C@H]6C2OC2(C)C)[C@H]13 (some centres not stated),8.4,-0.7,-7.7,-0.2,-0.6,-5.6,2.8,0.2,-0.5
O=C(Cn1ncc2c([nH]c3ccccc32)c1=O)NCC1CCN(Cc2ccc(F)cc2)CC1,-6.2,-4.1,-1.8,-0.2,-7.1,-3.9,6.7,18.6,-0.4
Cc1nc(SCC(=O)Nc2ccc(F)cc2)c2oc3ccccc3c2n1,26.1,3.5,-13.9,0.6,-0.4,-9.5,7.0,1.8,0.8
CCCCC(=O)Nc1ccc(Cl)cn1,0.2,-6.2,-5.3,0.1,-0.4,-1.6,-1.0,5.1,0.0
COCCCNC(=S)Nc1ccc(C)cc1[N+](=O)[O-],23.0,5.0,-7.0,12.2,-4.1,-1.2,-2.4,7.5,1.5
Cc1ccc(Nc2nc(N)nc(CCl)n2)c(C)c1,11.1,1.7,0.5,0.2,-5.5,2.7,-4.2,6.6,-0.3
O=C1CC(c2ccc(S(=O)(=O)NCCOc3ccccc3)cc2)CN1 (configuration not stated),7.3,-1.6,-13.5,0.4,-0.6,8.9,6.2,-5.0,-1.0
Nn1cc(-c2ccccc2)nc1SCC(=O)NCCc1ccccc1,7.5,2.5,-5.8,0.1,-1.8,3.9,9.2,11.1,3.3
Nc1c(C(=O)O)sc2nc(-c3ccccc3)c3c(c12)CCCC3,16.5,-3.8,-4.8,0.3,-1.9,3.1,0.1,8.0,-0.2
CCc1nc2ccc(C(=O)NCCNC(C)=O)cn2c1N(CC)CCOC,1.9,7.0,-8.8,-0.3,0.0,-15.5,6.7,-4.8,0.1
Cc1ccc(N2C(=O)Nc3ccc(Br)cc3C2(O)C(=O)NCCN(C)C)cc1C (configuration not stated),-7.4,-3.1,-0.7,0.3,-4.2,8.5,-6.9,10.1,-0.1
Cc1nc2c(OCCC3CCCCC3)cccn2c1N(C)C(=O)CCC1CCCC1,-7.5,-8.5,3.1,-0.3,-2.8,3.9,-3.5,4.4,0.6
CCOc1cc([C@@H]2C[C@H]3CN(c4ccccc4)C(=O)[C@]34CCCN24)ccc1OC,10.6,4.4,-13.3,1.5,-15.1,-4.3,-7.3,6.9,1.4
Cc1ccc(/C=C/C(=O)Nc2cc(=O)n(C)c(=O)n2C)o1,11.2,1.3,-12.7,0.3,0.1,-4.8,15.7,-4.0,0.6
Cc1nnc(SC(C)C(=O)Nc2ccc(Cl)cc2Cl)[nH]c1=O (configuration not stated),13.1,3.3,-9.2,0.2,4.8,-6.0,15.7,-4.8,1.0
CCCN1CCN(C(=O)c2ccc(Sc3ccc(C)cc3)c(NC(C)=O)c2)CC1,22.0,-1.5,-20.0,1.2,0.6,-3.9,4.4,0.9,1.7
CCc1ccc(-c2cc(C)no2)cc1S(=O)(=O)N1CCN(c2cccc(C)c2C)CC1,15.7,6.9,-17.7,0.9,-2.2,-3.9,-0.9,-11.5,0.9

# Single entries from the entries so far:
# CHRM4 PAM result of CCCN1CCN(C(=O)c2ccc(Sc3ccc(C)cc3)c(NC(C)=O)c2)CC1 : 4.4
# M5 ag result of CCOc1cc([C@@H]2C[C@H]3CN(c4ccccc4)C(=O)[C@]34CCCN24)ccc1OC : -15.1
# CHO-K1 Ca antag result of Cc1ccc(/C=C/C(=O)Nc2cc(=O)n(C)c(=O)n2C)o1 : -12.7

# More structures:
SMILES,M1 PAM parental,M5 PAM,CHO-K1 Ca antag,CHO-K1 Ca ag,M5 ag,CHRM4 antagonist,CHRM4 PAM,CHRM5 antagonist,CHRM4 agonist
Cc1cccc(NC(=S)NC2CC3CCC(C2)N3Cc2ccco2)c1 (configuration not stated),16.6,6.3,-19.5,1.7,-0.9,3.5,5.3,0.3,0.9
Cc1ccc(NC(=O)CCN2C(=O)C3C4CCC(C4)C3C2=O)cc1[N+](=O)[O-] (configuration not stated),-23.1,1.1,7.3,0.7,-1.6,-8.2,3.8,-9.8,5.3
COC(=O)CN1C(=O)C(O)(CC(=O)c2ccccc2)c2ccccc21 (configuration not stated),9.7,-5.4,1.1,0.0,-0.6,18.8,2.7,5.6,1.3
[O-][n+]1nc2ccccc2c2ccccc21,21.2,4.5,-20.6,-0.1,3.0,-5.2,-0.8,4.7,-0.1
C=CCO/N=C(/C)c1ccc(Oc2cnccn2)cc1,-10.5,-2.2,13.0,-0.2,-3.5,2.2,-3.4,-3.4,0.0
COc1cc(OC)cc(C(=O)N2CCN=C2SCc2cccnc2)c1,12.8,-9.7,-2.8,0.1,-4.5,-7.3,1.2,1.1,0.5
COc1cccc(N=NC2C(=O)N(C(N)=S)N=C2C)c1 (configuration not stated),14.5,-6.5,-2.5,0.9,-0.6,-15.6,-3.8,11.1,2.7
COc1ccc(-c2noc(C(=O)NCc3ccccc3Cl)n2)cc1OC,2.4,-1.1,-12.5,0.4,-10.2,-0.5,5.3,2.7,2.9
